U2OS ROS induce – cancer cell ROS induction | U2OS ROS induction, H2DCF-DA fluorescence | ROS induction (% of piperlongumine), % at 10 µM | hit rate 2% among 46,000; in the data active means ROS induction above about 79%, passing the limit was not always enough; inconclusive means no clear call, values can overlap the other calls;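 further: 0% = DMSO vehicle median and 100% = reference compound median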
The depositor's hits bear a star; ? = inconclusive. The list is partial (hit frequency here may not be typical).

SMILES	U2OS ROS induce
Cc1ccc(S(=O)(=O)N(C)C[C@H]2Oc3c(NC(=O)C4CCOCC4)cccc3C(=O)N([C@H](C)CO)C[C@@H]2C)cc1	-5.8
CCC(C)NC(=O)c1ccc(N(CC)CC)cc1 (stereo unspecified)	-13.8
COc1ccc(NC(=O)Nc2ccc3c(c2)C(=O)N([C@H](C)CO)C[C@@H](C)[C@H](CN(C)C(=O)NC2CCCCC2)O3)cc1	-21.9
COc1ccc(NC(=O)N(C)C[C@H]2Oc3ccc(NC(=O)C4CCCCC4)cc3CC(=O)N([C@@H](C)CO)C[C@H]2C)cc1	5.7
COC(=O)[C@]1(Cc2ccccc2N=[N+]=[N-])N=C(c2ccc(OCCCO)cc2)O[C@@H]1c1ccccc1CN=[N+]=[N-]	34.6
Cc1noc(C)c1S(=O)(=O)N(C)C[C@H]1Oc2ccc(NC(=O)Cc3cn(C)c4ccccc34)cc2CC(=O)N([C@@H](C)CO)C[C@H]1C	24.0
CCOC(=O)C(C#N)C1(c2c(C)[nH]n(-c3ccccc3)c2=O)C(=O)N(c2ccccc2)N=C1C (stereo unspecified)	-0.8
CCOC(=O)c1cc2n(n1)C(C(F)(F)F)CC(c1ccccc1)N2 (stereo unspecified)	-0.4
COC(=O)c1ccccc1NC(=O)COc1ccc(C)c(C)c1	0.5
CC(C)NC(=O)N(C)C[C@@H]1Oc2c(NC(=O)CCCCCC(=O)Nc3ccccc3N)cccc2C(=O)N([C@@H](C)CO)C[C@@H]1C	3.3
COc1ccc2nc(C)cc(Nc3ccccc3)c2c1	27.3
COC(=O)C1=C(C)NC(C)=C(C(=O)OCCCN2CCC(c3ccccc3)(c3ccccc3)CC2)C1c1cccc([N+](=O)[O-])c1 (stereo unspecified)	48.0
COc1ccc(-n2cc(-c3ccccc3)c3c(NCc4ccccc4)ncnc32)cc1	43.7
COc1ccc(CN(C)C[C@@H]2OCCCC[C@@H](C)Oc3ccc(N(C)C)cc3C(=O)N([C@H](C)CO)C[C@@H]2C)cc1	9.9
CC(=O)c1c(C)nn2c3ccccc3n(CCN3CCOCC3)c12	1.3
Cc1ccc(NS(=O)(=O)c2cccc(C(=O)Nc3ccccc3C(=O)O)c2)cc1C	2.7
CCOc1ccc(CO[C@@H]2O[C@H](CO)[C@@H](O)[C@H](O)[C@H]2NC(C)=O)cc1OC	-16.6
COC(=O)CCCCCCC(=O)N/N=C/C[C@H](C)CCC=C(C)C	0.6
COc1ccc(S(=O)(=O)N(C)C[C@H]2Oc3ccc(NC(=O)Nc4cccc5ccccc45)cc3CC(=O)N([C@@H](C)CO)C[C@@H]2C)cc1	29.9
CCCNC(=O)c1ccccc1Br	-6.8
C[C@@H]1CCCCO[C@@H](CN(C)Cc2ccncc2)[C@@H](C)CN([C@H](C)CO)C(=O)c2cc(NS(=O)(=O)c3ccc(Cl)cc3)ccc2O1	34.4
O=C(O)CCC(=O)OCc1ccccc1	6.0
COc1ccc(OC)c(NC(=O)COc2ccc(C(C)(C)C)cc2)c1	-0.1
NC(=O)CSc1oc(-c2ccco2)nc1S(=O)(=O)c1ccccc1	-1.2
COc1ccccc1NC(=O)N(C)C[C@@H]1OCc2cnnn2CCCC(=O)N([C@H](C)CO)C[C@@H]1C	-0.7
CC(C)NC(=O)Nc1cccc2c1O[C@H](CN(C)C(=O)Nc1ccccc1)[C@H](C)CN([C@H](C)CO)C2=O	-5.3
CSc1n[nH]c(=O)c2cc(C)nn12	-1.1
C[C@H](CO)N1C[C@H](C)[C@@H](CN(C)C(=O)Nc2ccc3c(c2)OCO3)Oc2ccc(NC(=O)C3CC3)cc2C1=O	-7.8
CCCCn1c(O)c(C#N)c(C)cc1=O	4.5
CC1(C)CC[C@]2(C(=O)O[C@@H]3O[C@H](CO)[C@@H](O)[C@H](O)[C@H]3O)CC[C@]3(C)C(=CCC4[C@@]5(C)CC[C@@H](O[C@@H]6O[C@H](C(=O)O)[C@@H](O[C@@H]7OC[C@@H](O)[C@H](O)[C@H]7O)[C@H](O[C@@H]7OC[C@](O)(CO)[C@H]7O)[C@H]6O)C(C)(C)C5CC[C@]43C)C2C1 (stereo partly specified)	-14.8

Brought forward from above: 4 entries, followed by the next part.
SMILES	U2OS ROS induce
CSc1n[nH]c(=O)c2cc(C)nn12	-1.1
C[C@H](CO)N1C[C@H](C)[C@@H](CN(C)C(=O)Nc2ccc3c(c2)OCO3)Oc2ccc(NC(=O)C3CC3)cc2C1=O	-7.8
CCCCn1c(O)c(C#N)c(C)cc1=O	4.5
CC1(C)CC[C@]2(C(=O)O[C@@H]3O[C@H](CO)[C@@H](O)[C@H](O)[C@H]3O)CC[C@]3(C)C(=CCC4[C@@]5(C)CC[C@@H](O[C@@H]6O[C@H](C(=O)O)[C@@H](O[C@@H]7OC[C@@H](O)[C@H](O)[C@H]7O)[C@H](O[C@@H]7OC[C@](O)(CO)[C@H]7O)[C@H]6O)C(C)(C)C5CC[C@]43C)C2C1 (stereo partly specified)	-14.8
O=C(Nc1ccc(NS(=O)(=O)c2cccc(C(=O)Nc3ccc(Br)cc3)c2)cc1)c1ccccc1	7.8
CCC1C(=O)O[C@]23C=C[C@@H]4C(C(=O)O)=CO[C@H](OC12)[C@@H]43 (stereo partly specified)	-4.2
COc1cc(OC)cc(C(=O)N/C(N)=N/c2nc3ccccc3s2)c1	?
COC(=O)c1cc(S(=O)(=O)NCCc2ccccc2)cn1C	-0.4
CN(C)CCCN1c2ccccc2CCc2ccccc21	4.5
O=C(CSc1nnc(-c2ccncc2)n1-c1ccccc1)Nc1ccc(C(=O)O)cc1	-12.3
C[C@@H]1CCCCO[C@H](CN(C)S(C)(=O)=O)[C@@H](C)CN([C@H](C)CO)C(=O)c2cc(NC(=O)Nc3ccc(C(F)(F)F)cc3)ccc2O1	40.5
CCOC(=O)c1ncoc1-c1ccc(Cl)cc1Cl	-9.5
CC(=O)SC1CC(=O)N(c2ccc(C(C)(C)C)cc2)C1=O (stereo unspecified)	8.5
COC(=O)c1c(C)nc(C)c2c(=O)oc3ccccc3c12	10.4
C[C@@H]1CN([C@@H](C)CO)C(=O)Cc2cc(NC(=O)CCC(F)(F)F)ccc2O[C@@H]1CN(C)S(=O)(=O)c1cccs1	-4.7
C[C@@H]1CCCCO[C@@H](CN(C)S(C)(=O)=O)[C@@H](C)CN([C@H](C)CO)C(=O)c2cc(NS(C)(=O)=O)ccc2O1	?
COc1ccc(NC(=O)N(C)C[C@@H]2Oc3ccc(NC(=O)CCC(F)(F)F)cc3C(=O)N([C@@H](C)CO)C[C@@H]2C)cc1	1.6
O=C1N[C@@H](Cc2ccccc2)C(=O)N2[C@@H]1C[C@@H](C(=O)NCc1ccc(F)cc1)[C@H]2c1cccc(OCCO)c1	23.9
Cc1nc(-c2c(C(F)(F)F)oc3cc(O)ccc3c2=O)cs1	-13.2
Cc1ccc(S(=O)(=O)Nc2ccc3c(c2)C(=O)N([C@H](C)CO)C[C@@H](C)[C@@H](CN(C)C(=O)Nc2ccccc2)O3)cc1	1.1
C[C@@H]1CN([C@H](C)CO)C(=O)c2cccc(NC(=O)c3ccc(-c4nccs4)cc3)c2O[C@H]1CN(C)Cc1ccc(Cl)c(Cl)c1	?
C[C@H](CO)N1C[C@H](C)[C@H](CN(C)C(=O)Nc2ccc(C(C)(C)C)cc2)OCc2cnnn2CCCC1=O	-11.1
CCN(CC)CCOCCOC(=O)C1(c2ccccc2)CCCC1	-6.2
COc1ccc(NC(=O)N(C)C[C@H]2Oc3ccc(NC(=O)C4CCCCC4)cc3C(=O)N([C@H](C)CO)C[C@@H]2C)cc1	-10.3

An excerpt of these results, as labelled records:
SMILES: C[C@@H]1CCCCO[C@@H](CN(C)S(C)(=O)=O)[C@@H](C)CN([C@H](C)CO)C(=O)c2cc(NS(C)(=O)=O)ccc2O1
  U2OS ROS induce: ?

SMILES: Cc1ccc(S(=O)(=O)Nc2ccc3c(c2)C(=O)N([C@H](C)CO)C[C@@H](C)[C@@H](CN(C)C(=O)Nc2ccccc2)O3)cc1
  U2OS ROS induce: 1.1

SMILES: CCN(CC)CCOCCOC(=O)C1(c2ccccc2)CCCC1
  U2OS ROS induce: -6.2

SMILES: O=C1N[C@@H](Cc2ccccc2)C(=O)N2[C@@H]1C[C@@H](C(=O)NCc1ccc(F)cc1)[C@H]2c1cccc(OCCO)c1
  U2OS ROS induce: 23.9

(listing goes on)
SMILES	U2OS ROS induce
O=C(CC1CCCCC1)NCc1cn2ccsc2n1	16.3
O=C(CN1CCCC1)Nc1sc2c(c1C(=O)Nc1ccc(Br)cc1)CCC2	25.3
COc1ccc(-c2coc3c(O)c(OC)ccc3c2=O)cc1	9.4
O=C(NC(=S)N1CCCCC1)c1ccccc1	-3.6
Clc1ccc(-c2nnc(-c3ccc(Cl)cc3)o2)cc1	9.9
Cc1noc(C)c1NC(=O)Nc1ccc2c(c1)C(=O)N([C@@H](C)CO)C[C@@H](C)[C@@H](CN(C)Cc1ccc(Cl)c(Cl)c1)O2	-11.6
c1ccc(-c2nnc(OCc3cccnc3)c3ccccc23)cc1	2.1
CC(=O)c1c(C)nn(CC(O)COc2ccc3c(c2)CCC3)c1C (stereo unspecified)	4.8
C[C@@H]1CN([C@H](C)CO)C(=O)Cc2cc(N(C)C)ccc2O[C@H]1CN(C)C(=O)Nc1ccc(F)cc1	4.7
COc1ccc(-n2c(CC#N)nnc2SCc2c(C)c(C)c(C)c(C)c2C)cc1	6.4
CC(=O)O[C@@H]1[C@@H](O)[C@H](C)O[C@@H](Oc2c(-c3ccc(O)cc3)oc3cc(O[C@@H]4O[C@@H](C)[C@H](O)[C@@H](O)[C@H]4O)cc(O)c3c2=O)[C@@H]1O	-3.6
OCCN1CCN(CC(O)COc2ccc3c(c2)CCC3)CC1 (stereo unspecified)	-6.2
C[C@@H]1CN([C@@H](C)CO)C(=O)c2cc(NC(=O)Cc3ccccc3)ccc2O[C@@H]1CN(C)CC1CC1	-24.4
C[C@@H]1CN([C@H](C)CO)C(=O)Cc2cc(NC(=O)CCN3CCOCC3)ccc2O[C@H]1CN(C)S(=O)(=O)c1cccs1	8.3
C[C@@H]1CN([C@H](C)CO)C(=O)Cc2cc(NC(=O)CCN3CCOCC3)ccc2O[C@@H]1CN(C)S(=O)(=O)c1cccs1	1.9
CC(Nc1nc(Nc2ccc(F)cc2)nc(SCC(=O)Nc2ccc(F)cc2)n1)c1ccccc1 (stereo unspecified)	10.3
C[C@H]1CN([C@@H](C)CO)C(=O)Cc2cc(NC(=O)c3ccncc3)ccc2O[C@@H]1CN(C)CC1CC1	14.1
COc1ccc(CNCCSc2nnnn2C)cc1	-2.6
O=C(Nc1ccc(Cl)cc1)c1ccc(CSC2=NCCS2)cc1	3.2
CCC1=NC(C(F)(F)F)(C(F)(F)F)C2=C(CC(C)(C)CC2=O)N1Cc1ccccc1	120.4*
COc1ccc(S(=O)(=O)N(C)C[C@@H]2Oc3c(cccc3N(C)C)C(=O)N([C@H](C)CO)C[C@H]2C)cc1	10.4
O=C(CCCCCC(=O)Nc1ccccc1O)N/N=C/c1cc(Br)cs1	5.4
CC1=C(C(=O)Nc2ccc(C(=O)NCc3ccc4c(c3)OCO4)cc2)SCCO1	-4.0
Cc1cc2c([nH]c3ccccc32)c2c1OC(C)(C)C=C2	-3.7
CC1CCC2(C)C(C(=O)O)=CCCC2C1(C)CCC1=CC(O)OC1=O (stereo unspecified)	-1.8
O=C(NCc1nc2ccccc2[nH]1)c1c(F)c(F)c(F)c(F)c1F	?
Cc1noc(C)c1S(=O)(=O)N(C)C[C@@H]1Oc2c(NC(=O)c3ccc(-c4nccs4)cc3)cccc2C(=O)N([C@@H](C)CO)C[C@H]1C	-7.2
C[C@H]1CN([C@@H](C)CO)C(=O)CCCn2cc(nn2)CO[C@H]1CN(C)C(=O)Nc1ccnc(N2CCOCC2)c1	10.1
Cc1c(C)n(CC(O)CNC2CCCCC2)c2ccccc12 (stereo unspecified)	3.3
Cc1cc(NC(=O)CCC2CCCCC2)no1	-0.9
COc1ccc(NC(=O)Nc2cccc3c2O[C@H](CN(C)S(=O)(=O)c2ccc(F)cc2)[C@H](C)CN([C@@H](C)CO)C3=O)cc1	-6.4
O=C(NCC[C@@H](CNC(=O)c1cccc(O)c1O)NC(=O)c1cccc(O)c1O)c1cccc(O)c1O	-7.2
C[C@@H]1CN([C@@H](C)CO)C(=O)Cc2cc(NC(=O)CCC(F)(F)F)ccc2O[C@@H]1CN(C)C(=O)Nc1ccc(C(F)(F)F)cc1	22.9
C[C@H]1CN([C@@H](C)CO)C(=O)Cc2cc(NC(=O)CCN3CCOCC3)ccc2O[C@H]1CN(C)C(=O)Nc1ccc(C(F)(F)F)cc1	2.4
CC(C)(C)C(=O)Nc1ccc2c(c1)C(=O)C(=O)c1ccccc1-2	-20.8
C[C@H](CO)N1C[C@H](C)[C@@H](CN(C)CC2CC2)Oc2c(NC(=O)C3CCCCC3)cccc2C1=O	45.7
C[C@H]1CN([C@@H](C)CO)C(=O)c2cccc(NC(=O)NC3CCCCC3)c2O[C@@H]1CN(C)S(=O)(=O)c1cn(C)cn1	-4.1
C[C@H](CO)N1C[C@H](C)[C@@H](CN(C)CC2CCCCC2)Oc2ccc(N(C)C)cc2C1=O	9.2
C[C@H]1CN([C@@H](C)CO)C(=O)c2cccc(NS(=O)(=O)c3cccs3)c2O[C@H]1CN(C)C(=O)Nc1ccc(C(F)(F)F)cc1	19.7
O=C(CCC(=O)c1ccc(-c2ccccc2)cc1)Nc1cccnc1	3.5
Cc1ncc([N+](=O)[O-])n1CC(C)O (stereo unspecified)	-18.0
C[C@H]1CN([C@@H](C)CO)C(=O)c2cc(NC(=O)Nc3ccccc3)ccc2O[C@@H]1CN(C)S(=O)(=O)c1ccc(Cl)cc1	7.9
C[C@H]1CN([C@@H](C)CO)C(=O)Cc2cc(NC(=O)C3CCCCC3)ccc2O[C@@H]1CN(C)Cc1ccc(C(=O)O)cc1	-8.6
CCc1ccc(CCC(=O)Nc2ccc3ccccc3c2)o1	3.0
CS(=O)(=O)N(CC(=O)Nc1cccc(Cl)c1Cl)c1cc(C(F)(F)F)ccc1Cl	3.8

Bioassay records as filed in PubChem.
